# Assay outcomes: PubChem, National Center for Advancing Translational Sciences (NCATS)
# GCN5L2 inh: blocks human GCN5L2 histone acetyltransferase; GCN5L2 HAT assay, ThioGlo1 CoA-SH fluorescence; 390,000 tested, 0.21% active; Q92830; Potency, µM (highest dose often 58.9 µM), without a hit: at the top dose activity change, negative = inhibition, actives largely listed as inhibitors
# Target sequence (Q92830 whole entry, looked up): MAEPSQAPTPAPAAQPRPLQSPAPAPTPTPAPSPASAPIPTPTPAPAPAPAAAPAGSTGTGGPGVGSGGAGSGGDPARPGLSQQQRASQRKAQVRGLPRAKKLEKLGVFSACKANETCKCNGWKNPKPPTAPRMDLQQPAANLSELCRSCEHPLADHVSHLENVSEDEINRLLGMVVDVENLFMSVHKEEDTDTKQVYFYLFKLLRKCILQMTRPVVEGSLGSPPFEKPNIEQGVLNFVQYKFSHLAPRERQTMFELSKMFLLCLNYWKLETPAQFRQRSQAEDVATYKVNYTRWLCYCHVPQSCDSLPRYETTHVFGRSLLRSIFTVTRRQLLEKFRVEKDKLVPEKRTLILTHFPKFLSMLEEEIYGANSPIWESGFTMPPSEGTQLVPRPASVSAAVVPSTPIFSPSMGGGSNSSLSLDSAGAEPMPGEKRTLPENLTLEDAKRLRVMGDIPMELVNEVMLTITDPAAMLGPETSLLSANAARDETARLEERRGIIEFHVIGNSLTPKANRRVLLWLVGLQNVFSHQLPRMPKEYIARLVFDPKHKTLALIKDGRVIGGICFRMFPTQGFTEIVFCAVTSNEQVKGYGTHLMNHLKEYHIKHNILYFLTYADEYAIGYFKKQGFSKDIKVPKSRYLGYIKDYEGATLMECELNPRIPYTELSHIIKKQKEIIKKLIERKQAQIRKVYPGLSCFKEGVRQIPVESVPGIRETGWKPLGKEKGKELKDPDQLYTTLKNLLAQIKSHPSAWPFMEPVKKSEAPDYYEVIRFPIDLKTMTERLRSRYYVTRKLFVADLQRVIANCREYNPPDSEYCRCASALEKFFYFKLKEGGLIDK
#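 Titration-based screen in which CoA formation is detected via maleimide probe ThioGlo1 (50uM) turning fluorescent on thiol reaction; substrates H3(1-25) 75uM and acetyl-CoA 70uM, GCN5L2 20nM, 20 min incubation at room temperature.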
# TDP1 inh: inhibitors of human tyrosyl-DNA phosphodiesterase TDP1 | 350,000 tested, 0.28% active | recombinant TDP1, AlphaScreen DNA substrate cleavage | Potency, µM (titrated, usually from 130 µM), inactives show top-dose activity change, negative = inhibition, usual class: inhibitors; further: nearly all actives have a fitted effect of over 40% in size
#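 Signal: AlphaScreen proximity between streptavidin donor and anti-FITC acceptor beads on intact substrate. Reaction: Tdp1 1 nM, substrate 15 nM final, 5 min RT after 15 min compound preincubation.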
# DT40 TDP1 no CPT: qHTS for Inhibitors of human tyrosyl-DNA phosphodiesterase 1 (TDP1): qHTS in cells in absence of CPT; DT40 Tdp1-/- hTDP1 cells, no CPT, ATP luminescence, 48 h; Potency, µM (doses to about 46.2 µM), for inactives: at the highest dose activity change, negative = growth inhibition, most hits filed as inhibitors; 420,000 tested, 15% active; AID 686978, 2013; further: nearly all actives have a fitted effect of over 55% in size
#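 Cells were dispensed at 400 per well, compounds added by pin tool, plates incubated ≥48 hr at 37 °C, then CellTiter-Glo added for 30 min at room temperature before luminescence reading. Line: DT40 Tdp1-/- complemented with hTDP1; camptothecin omitted.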
# * hit, by the source's call; ? = inconclusive; . = not tested or not shown; & = joins results of further samples; [ ] = remark or other dose. The call rests on the fitted dose curve; in most records, active means well fitted curve in the direction sought with a large enough effect; inconclusive means small, poorly fitted or top-dose-only effect, or another doubt; inactive means no such curve, though single readings can be large; an effect the other way counts as inactive or inconclusive. On the % scale 0 is the no-effect control and ±100 the full control effect; potency means the concentration at half of the fitted maximal effect. These rows are one share of the data; count on the stated rates, not on these rows.
nr	Molecule	DT40 TDP1 no CPT	GCN5L2 inh	TDP1 inh
1	CCCSc1ccc([C@@H]2[C@H]3C(=O)N(CC)C(=O)[C@H]3[C@]3(C(=O)OC)CCCCN23)cc1	16.4µM*	-5.5%	0.3%
2	CCOc1cc(/C=N/n2cnnc2)ccc1OC(=O)c1cccc([N+](=O)[O-])c1	?	.	0.0%
3	Cc1cc(C(=O)Nc2cccc(O)c2)co1	-14.6%	-6.3%	-7.3%
4	O=C1CC(c2ccc3c(c2)OCO3)c2cc3c(cc2N1)OCCO3 (stereo unspecified)	?	-21.4%	8.7%
5	CCc1cc2c(cc3c(=O)n(CC(=O)NC4CCCCC4)nc(CC)n32)s1	-21.6%	-2.7%	4.9%
6	CCc1cccc(NC(=O)COC(=O)c2cn(CC)c3nc(C)ccc3c2=O)c1	?	-1.7%	0.0%
7	Cn1c(=O)c2c(SCC(=O)NCc3ccco3)nc(-c3ccccc3)nc2n(C)c1=O	-14.4%	-4.4%	0.0%
8	Cc1cccc(OCC(=O)NNC(=O)C2CCCCC2C(=O)O)c1 (stereo unspecified)	-22.5%	-1.4%	-5.1%
9	COc1cc(NC(=O)c2cc3nc(C)cc(C)n3n2)c(OC)cc1Cl	?	-2.8%	10.9%
10	CCN(CC)S(=O)(=O)c1ccc(OC)c(NC(=O)c2ccc(N3CCCC3=O)cc2)c1	6.9%	-6.4%	-0.5%
11	O=[N+]([O-])C(=C1SCCS1)C(=C(Cl)Cl)N1CCCCC1	?	-5.6%	11.1%
12	C[C@@H](C(=O)NCCc1c[nH]c2ccccc12)[C@H]1C[C@]1(C)[C@H](NC(=O)OCc1ccccc1)c1ccccc1	16.4µM*	-10.2%	8.2%&16.5%
13	COc1cccc2c1OC(=O)CC2c1ccccc1C (stereo unspecified)	.	7.5%[88.6 µM]	7.1%[234 µM]
14	CCn1c(CSc2nc(C)cc(C)n2)nnc1SCC(=O)Nc1nc(-c2ccccc2)cs1	?	3.0%	4.7%
15	C(=N\NC1=Nc2cccc3cccc1c23)/c1ccccc1	?	-2.9%	8.0%
16	COC(=O)c1ccccc1NC(=O)Nc1cccc(OCc2cc(=O)n3cccc(C)c3n2)c1	?	4.0%	2.7%
17	CC1(NC(=O)c2cccc(S(=O)(=O)N3CCN(c4ccc(F)cc4)CC3)c2)CCS(=O)(=O)C1 (stereo unspecified)	?	-5.3%	.
18	CCOc1ccc(-c2csc(-c3nc(-c4ccc(Br)s4)cs3)n2)cc1	0.4%	-1.0%	4.5%
19	Cc1ccc(NC(=O)COC(=O)[C@@H]2CC(O)CN2S(=O)(=O)c2ccc3c(c2)OCCO3)cc1 (stereo partly specified)	-1.3%	-0.6%	1.1%
20	COc1cccc(CN2C(=NC(=O)CCC3CCCC3)SC3CS(=O)(=O)CC32)c1 (stereo unspecified)	-21.2%	-3.8%	1.8%
21	Cc1ccc2c(c1)c1n[nH]c(=S)nc1n2CCc1ccccc1	25.9µM*	-15.6%	.
22	CCN(CC(=O)Nc1c(F)cccc1F)C(=O)c1ccc(N2CCCC2)c([N+](=O)[O-])c1	?	-7.1%	-3.8%
23	COc1ccccc1CNC(=O)C1CCCN(S(=O)(=O)c2cccc3cccnc23)C1 (stereo unspecified)	?	1.2%	10.9%
24	O=C1CCc2cc(S(=O)(=O)N3CCCCC3)cc3c2N1CC3	-7.2%	5.6%	-2.1%[0.505 µM]
25	CCOC(=O)/C=C/C(=O)Nc1ccccc1C(=O)NC1CCCCC1	?	-3.7%	-1.9%

# Just GCN5L2 inh and DT40 TDP1 no CPT, for five of the compounds above:
entry | structure | GCN5L2 inh | DT40 TDP1 no CPT
13 | COc1cccc2c1OC(=O)CC2c1ccccc1C (stereo unspecified) | 7.5%[88.6 µM] | .
14 | CCn1c(CSc2nc(C)cc(C)n2)nnc1SCC(=O)Nc1nc(-c2ccccc2)cs1 | 3.0% | ?
15 | C(=N\NC1=Nc2cccc3cccc1c23)/c1ccccc1 | -2.9% | ?
16 | COC(=O)c1ccccc1NC(=O)Nc1cccc(OCc2cc(=O)n3cccc(C)c3n2)c1 | 4.0% | ?
17 | CC1(NC(=O)c2cccc(S(=O)(=O)N3CCN(c4ccc(F)cc4)CC3)c2)CCS(=O)(=O)C1 (stereo unspecified) | -5.3% | ?

# Following part:
nr	Molecule	DT40 TDP1 no CPT	GCN5L2 inh	TDP1 inh
26	COc1ccc(CCNc2oc(COc3cccc(C)c3)nc2C#N)cc1OC	23.1µM*	8.9%	.
27	COc1cccc(C(=O)Nc2nc3nc(-c4ccccc4)cc(=O)n3[nH]2)c1	-16.3%	-1.8%	4.7%
28	CCc1c(C)nc2c(C#N)c[nH]n2c1=O	-0.7%	-2.7%	4.9%
29	CCOC(=O)C1CCCN(S(=O)(=O)c2ccc(OC)cc2)C1 (stereo unspecified)	-15.3%	-1.1%	3.9%
30	Cc1ccc(NS(=O)(=O)c2cccc(C(=O)N3CCCC(C)C3)c2)cc1 (stereo unspecified)	?	?	.
31	Clc1ccc(CCNC(c2cccc(Cl)c2)c2nnc(-c3ccccc3)o2)cc1 (stereo unspecified)	?	-4.9%	-8.5%[12.3 µM]
32	COc1ccccc1NS(=O)(=O)c1ccc(C(=O)N2CCN(c3ccccn3)CC2)cc1	13µM*	-2.3%	0.4%
33	COc1ccc(NC(=O)c2cc3n(n2)C(C(F)(F)F)CC(c2ccc4c(c2)OCO4)N3)cc1OC (stereo unspecified)	?	12.8%	11.6%
34	Cn1cnc(S(=O)(=O)N2CCC(C(=O)N3CCN(c4cccc(C(F)(F)F)c4)CC3)CC2)c1	?	20.9%	1.2%
35	N#CC1=C(N)NC(SCC(=O)c2ccc(Br)cc2)=C(C#N)C12CCCCC2	?	-15.1%	7.9%
36	CCN(CC)S(=O)(=O)c1ccc(C(=O)NCc2ccc3[nH]c4c(c3c2)CCCC4)cc1	?	-6.9%	6.6%
37	Cc1ccc2c(c1)N(C(=O)N1CCC(C(=O)NCc3ccccc3F)CC1)CC(C)O2 (stereo unspecified)	18.4µM*	1.0%	3.9%
38	CC(=O)c1cc2c(C)cc(=O)oc2cc1O	-12.8%	-4.5%	0.0%
39	COc1ccc2oc(=O)cc(-c3cc4cccc(OC)c4o3)c2c1	4.8%	-5.3%	-1.9%
40	O=C1CCC([N+](=O)[O-])C(c2ccc3c(c2)OCO3)N1 (stereo unspecified)	2.8%	-5.6%	5.1%
41	C/C(=N\NC(=O)CCCNc1cccc(C)c1)c1ccncc1	8.2%	-7.7%	1.2%
42	COc1ccccc1CCNS(=O)(=O)c1c(C)n(C)c(=O)n(C)c1=O	-29.8%	-3.8%	2.1%
43	N#Cc1ccc(Oc2cc(C(F)(F)F)nc(-c3ccccn3)n2)cc1	?	-6.1%	5.8%
44	CCNC(=S)N/N=C(\C)c1cccc(C(F)(F)F)c1	?	-2.0%	1.6%
45	CCc1ccc(S(=O)(=O)NCc2cccs2)cc1	?	-17.8%	3.7%
46	O=C(c1cccc(F)c1)N1CCN(C(=O)c2cc(-c3ccc(Cl)cc3Cl)on2)CC1	18.4µM*	-0.8%	6.5%
47	COc1cc(CNc2ccc(CNc3ncn[nH]3)cc2)ccc1OCc1ccccc1	?	-4.9%	0.6%
48	O=C(O)CC1SC(=Nc2ccccc2)N(c2ccccc2)C1=O (stereo unspecified)	4.4%	-11.4%	1.0%
49	Cc1cccc(CNC(=O)CCn2c(=O)c3cccn3c3ccc(F)cc32)c1	-25.0%	-5.5%	2.6%
50	CC(=O)Nc1cccc(-c2cnc(N)c(C(=O)c3cccnc3)n2)c1	10.3µM*	-5.2%	-12.2%

# One compound at a time, as listed above:
# Results for COc1ccc(NC(=O)c2cc3n(n2)C(C(F)(F)F)CC(c2ccc4c(c2)OCO4)N3)cc1OC (stereo unspecified) → DT40 TDP1 no CPT = ?; GCN5L2 inh = 12.8%; TDP1 inh = 11.6%
# Results for CCOC(=O)C1CCCN(S(=O)(=O)c2ccc(OC)cc2)C1 (stereo unspecified) → DT40 TDP1 no CPT = -15.3%; GCN5L2 inh = -1.1%; TDP1 inh = 3.9%

# Of the compounds above, 4 contain a Cl atom.
nr	Molecule	DT40 TDP1 no CPT	GCN5L2 inh	TDP1 inh
9	COc1cc(NC(=O)c2cc3nc(C)cc(C)n3n2)c(OC)cc1Cl	?	-2.8%	10.9%
11	O=[N+]([O-])C(=C1SCCS1)C(=C(Cl)Cl)N1CCCCC1	?	-5.6%	11.1%
31	Clc1ccc(CCNC(c2cccc(Cl)c2)c2nnc(-c3ccccc3)o2)cc1 (stereo unspecified)	?	-4.9%	-8.5%[12.3 µM]
46	O=C(c1cccc(F)c1)N1CCN(C(=O)c2cc(-c3ccc(Cl)cc3Cl)on2)CC1	18.4µM*	-0.8%	6.5%

# Rewritten with two lines to a compound: 2 of the compounds above.
# Screens in order – DT40 TDP1 no CPT | GCN5L2 inh | TDP1 inh
41: C/C(=N\NC(=O)CCCNc1cccc(C)c1)c1ccncc1
  8.2% | -7.7% | 1.2%
38: CC(=O)c1cc2c(C)cc(=O)oc2cc1O
  -12.8% | -4.5% | 0.0%

# More compounds follow:
nr	Molecule	DT40 TDP1 no CPT	GCN5L2 inh	TDP1 inh
51	CCN1CCN(C(=S)NCCc2ccccc2)CC1	6.9%	-5.0%	-10.5%
52	CCCS(=O)(=O)NCCc1csc2nc(-c3ccc(OC)cc3)nn12	?	-4.5%	7.8%
53	CN1CCN(S(=O)(=O)c2cccc(C(=O)N(C)Cc3c(F)cccc3Cl)c2)CC1	?	-14.8%	-2.8%
54	NS(=O)(=O)c1ccc(CCNC(=O)CCC(=O)c2cccs2)cc1	11.9%	0.3%	-2.8%
